Assay outcomes from PubChem BioAssay.
VIM-2 inhibitor: blocks Pseudomonas aeruginosa VIM-2 metallo-beta-lactamase. purified VIM-2, nitrocefin hydrolysis, epi-absorbance fluorescence. inhibition, % at 5.6 µM. 290,000 tested, 0.89% active. AID 1527;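 active = inhibition above the mean of all tested compounds plus 3 SD, cutoff set per screening run, cut at about 7.5% in these data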;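 also: red hydrolysis product quenches plate fluorescence so inhibitors raise well fluorescence; 0% = enzyme with DMSO and 100% = DMSO without enzyme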
MEKK3 PB1 HTS: MEKK3-MEK5 PB1 interaction, increase or decrease. Q99759. bead-based flow cytometry, Alexa488-MEK5 binding to MEKK3; actives lie on both sides; 0 = blocked by unlabeled MEK5, 100 = vehicle. binding response (% of control), % at 10 µM. 290,000 tested, 1.4% active. AID 1529;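 active = binding response more than 3 SD above or below the average of its plate-row segment, actives on both sides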;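 also: Alexa488 bead fluorescence after subtracting the streptavidin-only scavenger bead signal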
Target sequence (Q99759 whole entry, looked up): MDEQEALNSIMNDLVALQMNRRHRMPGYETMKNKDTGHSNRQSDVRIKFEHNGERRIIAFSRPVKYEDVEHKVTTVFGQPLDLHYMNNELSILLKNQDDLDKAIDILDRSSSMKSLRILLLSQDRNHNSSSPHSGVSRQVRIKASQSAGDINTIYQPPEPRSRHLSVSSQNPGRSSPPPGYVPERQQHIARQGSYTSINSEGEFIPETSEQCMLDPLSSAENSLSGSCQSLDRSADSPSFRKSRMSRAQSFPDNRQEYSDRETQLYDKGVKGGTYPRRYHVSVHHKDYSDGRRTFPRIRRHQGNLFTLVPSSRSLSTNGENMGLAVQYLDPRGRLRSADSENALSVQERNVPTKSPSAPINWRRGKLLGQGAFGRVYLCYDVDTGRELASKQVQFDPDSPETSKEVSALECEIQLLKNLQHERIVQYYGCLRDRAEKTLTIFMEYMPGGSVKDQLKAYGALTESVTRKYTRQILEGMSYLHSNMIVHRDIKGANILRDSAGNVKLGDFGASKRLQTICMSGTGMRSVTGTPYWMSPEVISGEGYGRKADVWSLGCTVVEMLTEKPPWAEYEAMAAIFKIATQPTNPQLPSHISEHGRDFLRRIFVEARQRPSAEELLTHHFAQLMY
IMP-1 inh: blocks Pseudomonas aeruginosa IMP-1 metallo-beta-lactamase; 290,000 tested, 0.45% active; AID 1556; inhibition, % at 5.6 µM; purified IMP-1, nitrocefin hydrolysis, epi-absorbance fluorescence;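 active = inhibition above the mean plus 3 SD of all compounds in the same screening run, cut at about 4.5% in these data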;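 also: 0% = IMP-1 with DMSO and 100% = DMSO wells lacking enzyme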
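System: purified recombinant IMP-1 beta-lactamase. Medium: Zinc- and detergent-supplemented HEPES buffer, pH 7.1. Compound: one 5.6 µM dose […]. Schedule: 15 min preincubation plus 25 min reaction at 25 °C. Technique: Epi-absorbance fluorescence, 480 nm excitation, 530 nm emission.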
IDE cell activ: activators of human insulin-degrading enzyme in cells. P14735. HEK cells, FAbeta-B cleavage, fluorescence polarization; 0% vehicle, 100% cell-free pure enzyme wells. activation, % at 5.96 µM. 340,000 tested, 0.073% active. AID 493087;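 active = activation above the mean of all tested compounds plus 3 SD, set per screening campaign, cut at about 17% in these data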
PHOSPHO1 block: PHOSPHO1 (human) inhibition. Q8TCT1. recombinant PHOSPHO1, absorbance phosphatase assay. inhibition, % at 13.3 µM. 290,000 tested, 1.1% active; in the data active = inhibition above about 60%
Target sequence (Q8TCT1 whole entry, looked up): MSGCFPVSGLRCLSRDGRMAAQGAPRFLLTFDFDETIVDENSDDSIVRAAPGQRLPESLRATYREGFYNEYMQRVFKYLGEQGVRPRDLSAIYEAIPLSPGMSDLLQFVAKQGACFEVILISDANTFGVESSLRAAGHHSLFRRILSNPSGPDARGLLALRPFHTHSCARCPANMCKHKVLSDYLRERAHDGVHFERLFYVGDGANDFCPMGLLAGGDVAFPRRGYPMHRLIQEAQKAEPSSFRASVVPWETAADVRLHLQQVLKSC
UBC9 SUMO inh: SUMOylation inhibition. P63279. HTRF SUMOylation assay, SAE1/SAE2 + UBC9, in vitro. inhibition, % at 35 µM. 290,000 tested, 0.36% active. AID 2006; in the data active = inhibition above about 50%, passing the limit was not always enough; also: strong numbers were not always called active
Target sequence (P63279 whole entry, looked up): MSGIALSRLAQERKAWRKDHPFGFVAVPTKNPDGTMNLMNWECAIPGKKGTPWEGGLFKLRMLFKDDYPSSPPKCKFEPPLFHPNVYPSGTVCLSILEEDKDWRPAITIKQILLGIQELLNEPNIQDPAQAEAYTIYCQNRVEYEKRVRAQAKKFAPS
NS3 helicase inh: HCV NS3 helicase inhibition; AID 1800; NS3 helicase DNA unwinding, Cy5 molecular beacon fluorescence; inhibition, % at 10.9 µM; 290,000 tested, 0.56% active;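 active = inhibition above the mean of all tested compounds plus 3 SD, set per campaign, cut at about 35% in these data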;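 also: 0% = DMSO wells and 100% = thioflavine S control wells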
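Control set: DMSO versus 110 µM thioflavine S; Material: NS3 helicase fragment of HCV; Measured by: Cy5 fluorescence at 0 and 60 min, beacon hairpin quenching; Read-out basis: percent inhibition from t60/t0 fluorescence ratio; Times: reaction time 60 min, 25 °C; Repeats: single replicate; Compound dosing: single dose, 10.9 µM nominal final, DMSO 0.8% final.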
p-CIP stab down: lowers stability of the mouse p/CIP coactivator protein; Q05BA5; F442A p/CIP-EGFP cells, EGFP fluorescence, 16 h; decrease of EGFP signal, % at 10 µM; 290,000 tested, 0.01% active;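 active = EGFP signal decrease of at least 30% at 10 µM or well 3 SD below plate mean, unless failing retest; inactive = the rest, including hits failing retest or dose response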; also: some compounds called inactive have numbers as strong as hits; many of its hits are not listed in these tables
DNA FID counter: displaces DNA intercalator in HCV helicase counter-screen | DNA fluorescent intercalator displacement, fluorescence | inhibition, % at 7.9 µM | 290,000 tested, 0.17% active; in the data active = inhibition above about 37%;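 also: 0% = vehicle and 100% = reference compound; higher means more ethidium bromide displaced from hairpin DNA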
* = called active by the depositor; · = no result given; [ ] = remark or other dose.

SMILES	VIM-2 inhibitor	MEKK3 PB1 HTS	IMP-1 inh	IDE cell activ	PHOSPHO1 block	UBC9 SUMO inh	NS3 helicase inh	p-CIP stab down	DNA FID counter
CCOc1cc(C(C(=O)NCC2CCCO2)N(C(=O)Cn2nnc3ccccc32)c2ccc(OC)c(OC)c2)ccc1O (stereo not given)	-2.0	99	-4.2	-5	11	-3	10	10	-29
COc1cnn(-c2ccccc2)c(=O)c1SCc1ccc(Cl)cc1Cl	1.4	92	-0.4	4	54	-1	14	-3	-14
COc1cccc(N2CCN(C(c3ccccn3)c3nnnn3C(C)(C)C)CC2)c1 (stereo not given)	0.4	94	-2.6	4	-9	15	2	-3	-24
CCc1nc(SCc2ccccn2)[nH]c(=O)c1C	0.8	105	-1.2	5	17	2	5	0	-6
Cc1nn(C(C)(C)C)c(C)c1/C=N/OC(=O)Nc1ccc(Cl)cc1	-3.1	103	-3.6	1	13	-10	7	-7	-13
COc1ccc(Cl)cc1NC(=O)CN1CCC(n2nnc3ccccc32)CC1	-0.6	100	-2.1	-6	-7	13	-13	2	-12
O=C(c1cc(-c2cccs2)nc2ccccc12)N1CCN(c2ccccc2O)CC1	-5.9	108	-4.4	4	21	11	4	8	-15
CCN(c1ccccc1)S(=O)(=O)c1ccc(F)cc1C	-2.5	105	-3.4	3	-14	-30	-6	6	-8
COc1cccc(-c2cn3nc(C)c(C)nc3n2)c1	-0.9	71	-5.6	3	32	14	-5	-2	-5
CCN(CC)C(=O)c1cccc(-c2ccc(OC)cc2)c1	-1.6	103	-5.4	2	-4	22	12	-6	-36
O=C(N/C(=C/c1ccco1)C(=O)N1CCCCCC1)c1cccs1	-2.9	106	1.1	-1	-1	14	14	7	-21
Cc1nn(Cc2ccc(Cl)cc2Cl)c(Cl)c1/C=N/NC(=O)CNc1cccc(C(F)(F)F)c1	-3.4	104	-2.8	·	7	11	2	-3	3
O=C(CS(=O)(=O)c1ccccc1)Nc1nnc(C(F)(F)F)s1	-3.6	100	-4.5	-5	-10	4	5	-2	-5
CC1(C)CC(=O)/C(=C(\O)c2ccccc2)C(=NCCc2ccccc2)C1	-2.5	109	-3.1	4	-7	3	5	-6	-35
C=CCNC(=O)/C=C/c1ccc(C(C)C)cc1	-0.1	95	-5.1	1	0	0	-3	1	-1
COc1ccc(NC(=O)CSc2c(C)nn(-c3nnc(C)c(=O)[nH]3)c2C)cc1	-2.2	104	-4.7	8	18	20	-2	-14	-18
CCOC(=O)CC1C(=O)NCCN1C(=O)c1cc2c(=O)n3cccc(C)c3nc2s1 (stereo not given)	14*	·	-4.8	7	17	20	2	-23	-18
COc1cc(C)nc(N2CCCC(C(=O)Nc3cc(Cl)ccc3OC)C2)n1 (stereo not given)	-2.5	103	-1.4	2	46	12	-1	-3	-3
COc1ccc(NC(=O)/C=C/c2ccccc2[N+](=O)[O-])c(OC)c1	-1.7	95	-3.5	-1	-1	9	5	-2	-2
Cc1cc(C(C)(C)C)ccc1OCCOCCN1CCCC1	-2.2	136*	-0.7	1	-14	7	1	-8	16

4 entries from above in another layout:
mol | VIM-2 inhibitor | MEKK3 PB1 HTS | IMP-1 inh | IDE cell activ | PHOSPHO1 block | UBC9 SUMO inh | NS3 helicase inh | p-CIP stab down | DNA FID counter
COc1cnn(-c2ccccc2)c(=O)c1SCc1ccc(Cl)cc1Cl | 1.4 | 92 | -0.4 | 4 | 54 | -1 | 14 | -3 | -14
COc1cccc(N2CCN(C(c3ccccn3)c3nnnn3C(C)(C)C)CC2)c1 (stereo not given) | 0.4 | 94 | -2.6 | 4 | -9 | 15 | 2 | -3 | -24
CCc1nc(SCc2ccccn2)[nH]c(=O)c1C | 0.8 | 105 | -1.2 | 5 | 17 | 2 | 5 | 0 | -6
Cc1nn(C(C)(C)C)c(C)c1/C=N/OC(=O)Nc1ccc(Cl)cc1 | -3.1 | 103 | -3.6 | 1 | 13 | -10 | 7 | -7 | -13

The list goes on:
SMILES	VIM-2 inhibitor	MEKK3 PB1 HTS	IMP-1 inh	IDE cell activ	PHOSPHO1 block	UBC9 SUMO inh	NS3 helicase inh	p-CIP stab down	DNA FID counter
NC(=O)c1c(NC(=O)C(=O)N2CCOCC2)sc2c1CCCC2	-3.2	105	-3.8	-3	-24	-1	-2	-3	-22
Nc1nnc(CCOc2ccccc2Cl)s1	-2.1	95	-4.0	1	46	10	14	-2	-12
COc1ccc(NC(=O)CN2CC(c3ccccc3)CC2=O)cc1OC (stereo not given)	-3.1	86	-2.8	-5	-10	-29	7	-19	-7
COc1ccc(C2C(C(C)=O)=C(O)C(=O)N2c2ccc(C)cc2)cc1 (stereo not given)	2.3	102	1.9	1	33	-5	32	2	-28
Cc1c(Cl)ccc2c(C(=O)Nc3cc(C(C)(C)C)on3)cc(-c3ccccn3)nc12	-3.1	100	-4.4	-2	-14	5	-5	-6	-9
CS(=O)(=O)c1ccc2sc(NC(=O)c3cc4ccccc4o3)nc2c1	-3.2	102	-1.9	2	13	12	2	-2	-3
Cc1ccccc1C1CC(c2ccccc2)Nc2ncnn21 (stereo not given)	-4.8	109	-3.8	5	-15	20	4	-7	-19
COc1ccc(NC(=S)NNC(=O)C2CC2c2ccc(C)cc2)cc1 (stereo not given)	-5.1	87	-0.1	-5	23	-29	-8	-1	-21
Fc1cccc(-c2n[nH]c(=S)n2-c2ccccc2)c1	3.3	107	-2.1	-15	-208	12	-18	-6	-10
Cc1ccc(S(=O)(=O)N2CCCCC2)cc1NC(=O)COC(=O)Cc1cccc(C(F)(F)F)c1	-1.1	105	-2.6	2	-9	5	-12	-4	-25
Cn1c(NC(=O)c2ccccc2)c(-c2ccccn2)c(=O)c2ccccc21	-2.6	73	-0.5	5	7	20	-5	2	-1
C=CCn1c(Sc2nncn2C)nc2c1c(=O)[nH]c(=O)n2C	-1.6	101	-1.1	7	-1	-9	-4	-9	4
CC(=O)Nc1ccc(Nc2nc(-c3sc(C)nc3C)cs2)cc1	1.5	108	-3.6	-15	36	6	-2	-1	-19
O=C(OCC(=O)N(CCc1ccccc1)Cc1ccccc1)c1ccccc1NCCO	-1.0	103	-1.8	5	19	4	-9	4	-45
COc1cc(/C=N/Nc2nc3ccccc3s2)ccc1OC(=O)c1ccccc1F	-3.8	101	-1.0	5	-9	-13	10	-15	0
O=C(Nc1ccc(Br)cc1)C1OCCc2ccccc21 (stereo not given)	-0.2	103	-1.7	1	24	-21	-5	-2	-8
O=C(O)CCCC(=O)N1CCc2cc(S(=O)(=O)NCc3ccc(F)cc3)ccc21	-0.4	126	-2.9	-4	16	23	-6	6	-32
NC(=O)C1CCN(C(=O)C2CCC(=O)N(CC3CCCCC3)C2)CC1 (stereo not given)	-0.6	92	-1.3	0	13	30	0	-8	-8
CC(C)CNC(=O)c1ccc(NC(=O)c2cccs2)cc1	-0.9	98	-0.1	1	8	-13	-1	10	-10
CC(C)C(CC(=O)N1CCCCC1)C1CCOC(C)(C)C1 (stereo not given)	-2.1	98	0.2	4	12	4	4	7	-20
COc1ccc(C(C(=O)NCC2CCCO2)N(Cc2ccc(F)cc2)C(=O)CNC(=O)c2ccco2)cc1OC (stereo not given)	0.8	102	-1.5	0	32	-2	8	1	-29
COc1ccc(COCC(O)CN2CCc3ccccc3C2)cc1OC (stereo not given)	1.6	103	-1.7	-1	21	15	-12	-29	3
O=C(NCCN1CCOCC1)c1cc(S(=O)(=O)NCCCN2CCCC2=O)ccc1Cl	-2.8	96	-1.4	6	24	0	-3	-14	-3
CCCc1cc(C(=O)Nc2sc(C)c(C)c2C(=O)OCC)no1	0.2	106	-4.0	-2	57	2	2	-8	6
O=C(NC1CCCCCC1)C1CC(=O)N(c2ccc(Cl)cc2)C1 (stereo not given)	-0.1	103	-1.4	-3	18	15	8	-18	-21
CCn1cc(C(=O)Nc2cccc(C(=O)OC)c2)c(=O)c2ccc(C)nc21	·	104	·	4	-39	-3	·	-7	·
COc1cccc(C(=O)COC(=O)c2n[nH]c(=O)c3ccccc23)c1	-0.8	60*[inhibitor]	1.6	6	28	11	-4	-7	0
CN1CCCN(C(=O)c2ccc(Br)s2)CC1	1.1	101	0.8	-4	12	-3	7	-21	-2
Cc1onc(-c2ccccc2)c1C(=O)NC(=S)NNC(=O)c1ccncc1	-4.6	131*	-3.0	0	5	14	-10	6	-1
CN(C(=O)c1ccccc1OC1CCN(S(C)(=O)=O)CC1)C1CCOC1 (stereo not given)	-0.7	106	-2.1	3	23	-3	1	2	-2
Cc1ccc(/C(N)=N/OC(=O)COc2ccccc2Cl)cc1	-0.8	97	-1.9	3	1	-22	2	7	0
CN(C(=O)CSC1=Nc2ccccc2C2=NC(c3ccccc3)C(=O)N12)C1CCCCC1 (stereo not given)	-0.8	100	-1.7	2	35	5	5	-8	-25
CC(=O)Nc1ccc(/C(C)=N/NS(=O)(=O)c2ccccc2)cc1	-5.2	128*	-2.9	1	-7	2	-7	-3	-1
Cc1nn(-c2ccccc2)c(N)c1N=Nc1cccc(S(=O)(=O)N2CCOCC2)c1	-2.1	107	-2.6	4	51	0	-3	2	-30
COc1cccc(/C(C)=N/NS(=O)(=O)c2ccc(Cl)cc2)c1	-1.3	105	-2.1	5	-10	-19	7	20	0
CN1CCN(C(=O)CSc2ccc(Cl)cc2)CC1	-1.2	75*[inhibitor]	-1.8	4	-3	15	-1	-5	-8
O=c1cc(N2CCCCC2)c(-c2ccccc2)n[nH]1	1.0	102	-0.2	1	28	0	4	10	-6
CC(C)c1ccc(S(=O)(=O)c2cnc(=S)[nH]c2N)cc1	-3.6	110	-3.3	-11	38	3	0	-6	-22
COc1cccc(C(=O)Nc2ccc(NC(=O)C3CC=CCC3C(=O)O)cc2)c1 (stereo not given)	0.0	101	-0.3	-2	33	9	1	14	-31
O=C(NCCc1ccccc1)C1(S(=O)(=O)c2ccc(Cl)cc2)CC1	-2.9	101	-3.6	6	42	-8	-1	0	-25
CC(Sc1nc(N)c2c3c(sc2n1)CSC(C)(C)C3)C(=O)Nc1ccccc1 (stereo not given)	-1.5	104	-0.7	0	-2	3	-5	-12	-5
O=C1CC(N2CCCc3ccccc32)C(=O)N1c1ccccc1Cl (stereo not given)	-3.2	106	-2.2	0	-38	-33	0	-14	-9
COc1ccc(C(=O)C(O)C(c2ccc(C)cc2)N2CCOCC2)cc1OC (stereo not given)	-1.6	106	-3.6	3	22	-3	0	-3	-21
CCOc1ccccc1-c1nc(-c2cc3ccccc3nc2OC)no1	-3.1	103	-2.6	3	-47	-15	5	1	4
O=C(COC(=O)c1ccccc1C(=O)c1ccccc1)NCCc1ccc(Cl)cc1Cl	-1.6	130*	-2.0	-5	1	-22	17	1	-21
C=CCOc1cccc(CNCCCN2CCOCC2)c1	-3.0	93	0.3	-3	-8	-2	29	-7	12
CC1CCCCN1c1nnc(NC(=O)Cn2c(=O)oc3ccccc32)s1 (stereo not given)	-3.2	100	-6.4	6	29	18	6	-10	-7
N#Cc1ccc(-c2nc3ccccc3nc2-c2ccccc2)cc1C#N	-1.6	102	-1.8	5	19	-8	-1	7	1

Not all compounds are listed (hit frequency here may not be typical).
